# Screening results deposited in PubChem by Broad Institute.
# miR-122 sensor: miR-122 inhibition in Huh7 cells; Huh7 miR-122 Renilla luciferase sensor, 48 h; neutral wells = 0, positive control = 100; activation (reporter increase), % at 12.5 µM; actives 0.3% (n = 340,000);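 active = mean replicate activation score at least 90 and every replicate individually at or above 90; inconclusive = only one of the two criteria met; inactive = neither criterion met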;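 also: higher luciferase means less miR-122 activity so hits act as miR-122 inhibitors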
# C2C12 statin: suppression of simvastatin myotoxicity; actives 0.78% (n = 330,000); C2C12 myotubes + simvastatin, ATP luminescence, 48 h; scaled: DMSO 0, geranylgeraniol control 100; AID 602340; rescue of ATP level, % at 7.49 µM;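 active = mean ATP rescue above about 67%, or every replicate alone reaching that limit, limit read from the data, passing the limit was not always enough; inconclusive = no clear call, values can overlap the other calls; inactive = mean under the limit and some replicate under it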;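 also: myotubes were challenged with 10 µM simvastatin during compound exposure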
# ARNT TACC3 PPI: ARNT/TACC3 interaction disruption | AID 623870 | inhibition, % at 9.99 µM | AlphaScreen His-ARNT PAS-B/GST-TACC3 binding, luminescence; TACC3 fragment carries E629A point mutation | actives 0.66% (n = 390,000) | Q9Y6A5;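 active = mean inhibition of replicates at least 50% and at least half of replicates each reaching 50%; inconclusive = half or more replicates reach 50% but mean below 50%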;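 also: 0% = complete ARNT plus TACC3 wells and 100% = ARNT alone without TACC3; many hits fall short of the cut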
# esBAF inh: SWI/SNF esBAF complex inhibition; mouse ES cells, Bmi1-luciferase knock-in reporter, 24 h; 100% = twice the neutral-well signal; reporter increase, % at 12.5 µM; actives 2% (n = 350,000); AID 602393; in the data active = activation above about 40%; inconclusive = no clear call, values can overlap the other calls;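 also: 0% = median of the plate's neutral control wells and 100% = double that signal; a rise in the Bmi1 reporter signal indicates esBAF inhibition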
# SIRT5 inh: sirtuin-5 (human) deacylase inhibition | Q9NXA8 | Purified SirT5, succinyl-peptide AMC, trypsin-coupled fluorescence | inhibition, % at 15 µM | actives 1.1% (n = 330,000); in the data active = inhibition above about 15%; inconclusive = no clear call, values can overlap the other calls
# Target sequence (Q9NXA8 whole entry, looked up): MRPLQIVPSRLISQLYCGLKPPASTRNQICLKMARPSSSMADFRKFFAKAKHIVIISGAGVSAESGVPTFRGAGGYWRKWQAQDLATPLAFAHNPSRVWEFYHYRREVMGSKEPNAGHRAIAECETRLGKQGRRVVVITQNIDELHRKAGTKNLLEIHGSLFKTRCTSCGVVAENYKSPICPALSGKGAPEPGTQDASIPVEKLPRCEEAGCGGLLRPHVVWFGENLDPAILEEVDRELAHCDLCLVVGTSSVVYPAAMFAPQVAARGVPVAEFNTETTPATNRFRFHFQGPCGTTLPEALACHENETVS
# ERp5 inh: blocks human ERp5 reductase activity on insulin; inhibition, % at 9.99 µM; ERp5 insulin aggregation, absorbance 650 nm, 90 min; Q15084; actives 0.05% (n = 350,000);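 active = mean replicate inhibition above about 25%, with every replicate also reaching it, limit read from the data, passing the limit was not always enough; inconclusive = only one of those two criteria met; inactive = neither criterion met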
# Target sequence (Q15084 whole entry, looked up): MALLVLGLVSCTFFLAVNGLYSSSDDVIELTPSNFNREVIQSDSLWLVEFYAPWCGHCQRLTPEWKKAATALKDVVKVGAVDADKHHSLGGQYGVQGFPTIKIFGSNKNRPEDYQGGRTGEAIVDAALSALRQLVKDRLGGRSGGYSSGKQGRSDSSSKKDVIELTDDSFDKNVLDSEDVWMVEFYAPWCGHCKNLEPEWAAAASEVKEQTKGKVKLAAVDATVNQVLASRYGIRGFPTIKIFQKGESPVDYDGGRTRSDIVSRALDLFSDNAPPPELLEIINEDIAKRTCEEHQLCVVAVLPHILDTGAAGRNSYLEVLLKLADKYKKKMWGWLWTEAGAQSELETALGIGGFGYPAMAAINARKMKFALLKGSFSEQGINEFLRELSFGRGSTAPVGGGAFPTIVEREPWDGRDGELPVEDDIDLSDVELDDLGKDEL
# Cneo AK release: Cryptococcus neoformans lysis via adenylate kinase release; C. neoformans lysis, adenylate kinase release luminescence, 4 h; normalised: neutral wells 0, clomiphene wells 100; lysis activity, % at 15 µM; actives 0.2% (n = 360,000); AID 651654;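 active = mean lysis activity across replicates of at least 80%, whatever share of replicates individually reach that level; inactive = mean lysis activity below 80%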
#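 Assay system: C. neoformans cells. Amount: yeast cell density of 5 × 10^6 cells/mL. Technique: AK luminescence. Buffer or medium: YPD. Times: static 4 h at 37 °C with compound, 1 h detection. Dosing: single-point compound dose. Read-out: lysis from increased AK signal.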
# An asterisk follows results filed as active; ? = inconclusive; · = not tested or not shown; [ ] = dose if it differs, or a comment. This is a random part of the collection. Share with any hit: about 4%.
SMILES,miR-122 sensor,C2C12 statin,ARNT TACC3 PPI,esBAF inh,SIRT5 inh,ERp5 inh,Cneo AK release
CSc1nnc(C(C)(C)C)c(=O)n1/N=C/c1ccc(C(C)C)cc1,-4,-5,0,-3,-4,-5,-1
C/C(COc1ccccc1)=N\NC(=O)c1nnn(-c2nonc2N)c1CSc1ccccc1,-4,11,-3,0,-4,-2,10
COc1cccc(-c2nn(C)c3sc(C(=O)NCc4ccc(C)o4)cc23)c1,5,-7,6,24,·,·,0
O=C(N/N=C/c1cnc(N2CCCCC2)s1)c1ccc(C(F)(F)F)cc1,·,·,3,·,-4,7,·
Nc1cc(=O)nc(SCc2ccccc2)n1Cc1ccco1,-1,5,-2,4,·,·,8
O=C(c1ccncc1)N(Cc1ccco1)Cc1cc2ccccc2[nH]c1=O,7,-1,-8,1,·,·,0
C[C@@H]1CN([C@@H](C)CO)S(=O)(=O)c2ccc(C#CC3CCCCC3)cc2O[C@H]1CN(C)C(=O)Cc1ccncc1,-2[16.7 µM],-10,4,5,1,2,-5
O=C(C[C@@H]1CC[C@H]2[C@@H](COC[C@H](O)CN2S(=O)(=O)c2cccc(F)c2)O1)Nc1ccccc1,-2[16.7 µM],7,-2,4,4,-2,-1
COc1ccc(-c2nnc(NC(=O)C3CCCO3)s2)cc1 (stereo unspecified),-1,-11,1,?,·,·,-4
COc1ccc(S(=O)(=O)N(C)C[C@H]2OCCCC[C@@H](C)Oc3ccc(NC(=O)Nc4ccccc4)cc3C(=O)N([C@@H](C)CO)C[C@@H]2C)cc1,3[16.7 µM],·,-8,-4,·,·,-2
O=C([O-])c1ccccc1-[n+]1c(-c2ccccc2)cc(-c2ccccc2)cc1-c1ccccc1,-7,-96,9,-2,·,4,-4
O=C(C[C@@H]1CC[C@H]2[C@@H](COC[C@@H](O)CN2Cc2ccc(Oc3ccccc3)cc2)O1)N1CCOCC1,-1[16.7 µM],48,-2,1,-4,-5,6
CCc1nc2c(OCC(=O)C(C)(C)C)cccn2c1N(C)C(=O)COc1ccccc1,2,34,·,-3,·,6,0
CCS(=O)(=O)N1[C@H](CO)[C@@H](c2ccc(C#CC(C)C)cc2)[C@@H]1C#N,·,-2,5,2,11,1,3
CSCCC(NS(=O)(=O)c1ccccc1)C(=O)Nc1nccs1 (stereo unspecified),·,1,2,-2,-2,4,-1
O=[N+]([O-])c1ccc(-c2c(-c3ccccc3)ncc3cc(F)ccc23)cc1,·,-4,-8,17,·,7,2
CC(C)C[C@H](NC(=O)N1CC(=O)Nc2ccccc21)C(=O)N1CCC[C@H]1C(=O)O,-6,2,-8,-12,-1,-8,2
Cc1ccccc1NC(=O)Cc1ccccc1,-5,·,2,5,·,·,0
S=C(NCCN1CCOCC1)N1CCN(c2cccc(Cl)c2)CC1,2,4,31,-6,0,-1,-2
Cc1ccc(S(=O)(=O)N2C[C@H](O)COC[C@@H]3O[C@@H](CC(=O)NCCN4CCCCC4)CC[C@H]32)cc1,2[16.7 µM],-9,4,-5,-3,-1,-1
Cc1ccc(S(=O)(=O)Nc2ccc3c(c2)CC(=O)N([C@H](C)CO)C[C@@H](C)[C@@H](CN(C)CC2CC2)O3)cc1,-1[16.7 µM],-5,-1,1,-4,-6,0
Cc1cc(C(F)(F)F)nn1CC(=O)N1CCOCC1,-5,2,2,-4,5,-3,-1
CN(Cc1ccco1)C(=O)CN1C(=O)NC2(CCCC2)C1=O,-1,0,-6,·,·,-1,0
N#Cc1nc(-c2ccccc2F)oc1NCCc1ccccc1,-2,29,23,23,·,·,0
O=C(CC(F)(F)F)N1C[C@@H]2[C@H](c3ccccc31)[C@@H](CO)N2C(=O)C1CC1,21[16.7 µM],21,-2,-1,6,1,48

# Two compounds from above, showing only Cneo AK release.
Compound,Cneo AK release
CSc1nnc(C(C)(C)C)c(=O)n1/N=C/c1ccc(C(C)C)cc1,-1
C/C(COc1ccccc1)=N\NC(=O)c1nnn(-c2nonc2N)c1CSc1ccccc1,10

# (further entries)
SMILES,miR-122 sensor,C2C12 statin,ARNT TACC3 PPI,esBAF inh,SIRT5 inh,ERp5 inh,Cneo AK release
CC(/C=N/N1C(=O)CSC1=S)=C\c1ccccc1,·,8,8,-1,-5,-9,·
CCC(=O)N1CCN(c2ccc(NC(=O)c3ccc4ccccc4c3)cc2)CC1,·,2,·,-4,-2,2,-1
COc1cccc(S(=O)(=O)N2C[C@H](O)COC[C@@H]3O[C@H](CC(=O)Nc4ccccc4)CC[C@H]32)c1,-1[16.7 µM],14,-1,9,4,1,1
CC(C)c1cn(CC[C@@H]2CC[C@H](NS(=O)(=O)c3ccc(Cl)cc3)[C@@H](CO)O2)nn1,·,-1,·,3,-1,0,1
O=C(C1CCC1)N1CCCCN2[C@H](CO)[C@@H](c3ccc(C#CC4CCCC4)cc3)[C@@H]2C1,-28[16.7 µM],·,-2,·,10,-2,0
CCOC(=O)c1c(NC(=O)COC(=O)Cc2n[nH]c(=O)c3ccccc23)sc(C(=O)N(C)C)c1C,·,·,-1,·,1,7,·
CCN(CC)C(=O)N(CC)Cc1ccccc1,·,·,-15,·,-2,4,·
O=C(OCC(=O)N1CCN(c2ccccc2)CC1)c1ccc2ccccc2n1,-6,26,3,-1,·,·,9
COc1cc2ccccc2nn1,·,·,-3,·,-5,-3,·
Cc1cc(NC(=O)CSc2nnc(-c3ccccc3F)n2N)no1,-6,3,-3,-1,-1,-3,0
O=C(Nc1nnc([C@@H]2C[C@H](O)[C@@H](CO)O2)s1)c1ccccc1Cl,1,6,·,-1,-4,2,1
CCNC(=O)[C@H]1[C@H](CO)[C@H]2Cn3c(ccc(-c4cncnc4)c3=O)[C@H]2N1C(=O)c1ccccc1F,3[16.7 µM],-3,1,-4,-28,7,0
c1cncc(-c2csc(-c3cccnc3)n2)c1,-18,-1,-7,36,-3,-5,1
CN(C(=O)CSc1nnc(CN2CCCC2)n1Cc1ccccc1)c1ccccc1,-3,28,3,·,-4,2,0
CC(NC(=O)C1CCCN(S(=O)(=O)c2ccc(-n3cnnn3)cc2)C1)c1ccc(F)cc1 (stereo unspecified),-5,-40,-3,-4,-3,0,0
O=C(Nc1ccc(C(=O)N2CCCC2)cc1)C1CC1,8,8,-13,-6,·,-6,0
CCOP(=O)(OCC)c1nc(-c2ccc(F)cc2)oc1NCc1ccccc1,·,·,-3,·,-15,6,·
CS(=O)(=O)N(CC(=O)Nc1ccc(Cl)c(Cl)c1)C1CCCCC1,174*,-14,-29,6,·,·,6
O=C(CN1CCN(Cc2ccc3c(c2)OCO3)CC1)NCC(F)(F)F,·,8,-14,-5,1,1,0
O=S(=O)(N[C@@H]1CC[C@@H](CCn2cc(-c3cccc(F)c3)nn2)O[C@H]1CO)c1ccccc1,·,2,4,11,-3,-9,-1
C[C@H]1CN([C@@H](C)CO)C(=O)c2cc(C#Cc3ccccc3)cnc2O[C@@H]1CN(C)S(=O)(=O)c1ccccc1F,-4[16.7 µM],11,·,2,1,-1,50
CCOc1ccc(C(=O)Oc2cc(C)[nH]c(=O)c2[N+](=O)[O-])cc1OCC,-3,6,30,1,1,-1,14
C[C@@H]1CN([C@@H](C)CO)S(=O)(=O)c2ccc(C#Cc3ccncc3)cc2O[C@H]1CN(C)S(=O)(=O)c1ccc(F)cc1,-7[16.7 µM],-39,0,1,2,-3,46
CCCNC(=O)C1(C)CCCN(C(=O)c2cccc(OC(C)=O)c2C)C1 (stereo unspecified),·,0,·,-11,·,-3,4
O=C(CNC(=O)c1cccs1)N/N=C/c1cccc(Br)c1,0,6,-4,-3,-20,0,5

# Continued:
SMILES,miR-122 sensor,C2C12 statin,ARNT TACC3 PPI,esBAF inh,SIRT5 inh,ERp5 inh,Cneo AK release
O=C(CSC(=S)N1CCCC1)c1ccccc1,2,2,-1,-10,-5,-2,-4
O=C(CCN1C(=O)CSC1=O)Nc1ccccc1,-2,·,-6,-4,·,·,5
COc1ccc(-c2ccc3c(c2)O[C@H](CN(C)CC2CCOCC2)[C@H](C)CN([C@H](C)CO)S3(=O)=O)cc1,10[16.7 µM],15,-4,-2,-4,4,1
COCCCNC(=O)CC1C[C@H](C(=O)N2CCOCC2)[C@@]2(CCC3CCCC3)c3[nH]c4ccc(OC)cc4c3CCN2C1=O (stereo partly specified),-3,4,4,1,11,-3,3
COc1ccccc1NOC(=O)CCOc1ccccc1,-1,6,-9,28,-1,-8,1
Cc1noc(C)c1NC(=O)Nc1ccc2c(c1)C(=O)N([C@@H](C)CO)C[C@@H](C)[C@@H](CN(C)S(=O)(=O)c1cn(C)cn1)OCCCC[C@H](C)O2,0[16.7 µM],·,-9,-2,-2,-1,-1
C[C@H]1CN([C@@H](C)CO)C(=O)Cc2cc(NC(=O)CCN3CCOCC3)ccc2O[C@H]1CN(C)S(=O)(=O)c1ccccc1,1[16.7 µM],-3,2,1,5,-4,-3
C[C@@H]1CN([C@H](C)CO)C(=O)Cc2cc(NS(=O)(=O)c3cn(C)cn3)ccc2O[C@@H]1CN(C)C(=O)Nc1ccccc1,3[16.7 µM],-9,-8,4,-2,-8,-1
O=C(NCCCN1CCOCC1)c1cnn2c(-c3ccccc3)cc(-c3ccccc3)nc12,-11,-15,1,4,·,·,-1
COc1ccc(-c2nnc3sc(-c4ccco4)nn23)cc1OC,-8,8,-4,20,·,·,-7
COc1ccc(OC(C)C(=O)Nc2ccc([N+](=O)[O-])cc2)cc1 (stereo unspecified),·,·,2,0,-10,3,-3
COc1ccccc1NS(=O)(=O)c1ccc(C(=O)NCC(c2cccs2)N2CCOCC2)cc1 (stereo unspecified),0,5,-27,-2,0,-4,-2
CCN1CCN(Cc2nc3c(c(=O)n(C)c(=O)n3C)n2Cc2cccc3ccccc23)CC1,·,·,0,·,0,-8,·
O=C(NCc1ccc2c(c1)OCO2)c1ccc(NC(=O)C2CCCO2)cc1 (stereo unspecified),-1,5,-2,3,·,·,3
Cc1ccc(NC(=O)c2oc3ccccc3c2NC(=O)C2CCCO2)cc1C (stereo unspecified),·,·,-6,·,0,2,·
CCNC(=O)C[C@@H]1CC[C@@H]2[C@H](COC[C@H](O)CN2C(=O)c2cccnc2)O1,3[16.7 µM],13,1,5,-5,-3,-6
CCO[C@H]1c2c(ccc3ccc(=O)oc23)OC(C)(C)[C@H]1O,·,1,-11,-6,·,0,-5
Cc1cccc(C)c1NC(=O)C(NC=O)c1ccccc1 (stereo unspecified),-6,16,-4,-2,·,·,2
COc1ccc(-c2cnc3c(NC(C)=O)cc(-c4ccccc4CN(C)C)cn23)cc1OC,-7,-8,·,-2,·,-5,-1
O=C(C[C@@H]1CC[C@@H](NC(=O)CCN2CCCCC2)[C@@H](CO)O1)Nc1nccs1,·,-2,-1,-1,0,10,-6
C[C@@H]1CN([C@H](C)CO)C(=O)c2cccc(NC(=O)c3ccc(-c4nccs4)cc3)c2O[C@H]1CN(C)Cc1ccc(-c2ccccc2)cc1,0[16.7 µM],-7,5,0,1,2,-3
Cc1nc2ccccc2c(=O)n1/N=C/c1ccc(O)cc1O,-6,2,6,7,1,6,·
O=S(=O)(c1cccc2cccc(Cl)c12)N1CCCC1,1,2,-16,-3,-7,0,2
O=C(C[C@H]1CC[C@H]2[C@@H](COC[C@H](O)CN2S(=O)(=O)c2cccc(Cl)c2)O1)N1CCOCC1,6[16.7 µM],-9,-2,-2,7,6,-1
CO[C@H]1CN(C)C(=O)c2ccc(NC(=O)c3cc(C)on3)cc2OC[C@H](C)N(C)C[C@H]1C,·,-5,-3,-3,-1,6,4

# Pulled by compound from the list above, 2 records:
SMILES,miR-122 sensor,C2C12 statin,ARNT TACC3 PPI,esBAF inh,SIRT5 inh,ERp5 inh,Cneo AK release
Cc1ccc(NC(=O)c2oc3ccccc3c2NC(=O)C2CCCO2)cc1C (stereo unspecified),·,·,-6,·,0,2,·
C[C@H]1CN([C@@H](C)CO)C(=O)Cc2cc(NC(=O)CCN3CCOCC3)ccc2O[C@H]1CN(C)S(=O)(=O)c1ccccc1,1[16.7 µM],-3,2,1,5,-4,-3
